# SIRT5 block: SIRT5 desuccinylase inhibitors, primary screen, biochemical, fluorescence imaging, single point, set 5. Purified SirT5, succinyl-peptide AMC, trypsin-coupled fluorescence. 330,000 tested, 1.1% active. inhibition, % at 15 µM. NAD-dependent protein deacylase sirtuin-5, mitochondrial (Homo sapiens), Q9NXA8. AID 652115, 2013; in the data active = inhibition above about 15%; inconclusive = no clear call, values can overlap the other calls
# Target sequence (Q9NXA8 whole entry, looked up): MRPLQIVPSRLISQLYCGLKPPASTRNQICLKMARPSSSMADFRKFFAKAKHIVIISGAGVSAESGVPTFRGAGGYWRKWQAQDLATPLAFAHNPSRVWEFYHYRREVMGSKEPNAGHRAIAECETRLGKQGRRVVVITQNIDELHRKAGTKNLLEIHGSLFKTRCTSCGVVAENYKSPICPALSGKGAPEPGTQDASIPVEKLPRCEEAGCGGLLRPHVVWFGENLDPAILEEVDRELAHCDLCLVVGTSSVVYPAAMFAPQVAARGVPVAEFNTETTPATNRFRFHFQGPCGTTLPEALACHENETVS
# PAX8 reporter: inhibitors of PAX8-driven TPO luciferase reporter, primary screen, RMG-I cells, single concentration | SteadyGlo, 24 h | inhibition, % at 12.6 µM | 360,000 tested, 1.2% active | AID 652154, 2013;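 active = mean replicate inhibition at least 60% with every replicate also reaching 60%; inconclusive = only one of the two criteria is met; inactive = mean below 60% and not all replicates reaching 60%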;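 note: luciferase light reporting Pax8 driven TPO promoter activity; plate controls were median of neutral control wells for no effect and mitoxantrone controls for full effect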
# EWS-Fli block: EWS/Fli-driven NR0B1 reporter inhibitors, primary screen, A673 cells, NR0B1 luciferase, luminescence, MLPCN library | viability-normalised | inhibition, % at 12.6 µM | 350,000 tested, 0.67% active;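 active = mean inhibition of at least 50% after viability correction, with every replicate also passing that limit; inconclusive = mean reaches 50% but only one of two replicates passes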;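 note: firefly luciferase signal divided by Alamar Blue viability fluorescence both relative to DMSO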
# LGR2 antag: inhibitors of bursicon-induced LGR2 CRE-luciferase signal, primary screen, cell-based, HEK293, CRE-luciferase reporter, bursicon stimulation; bursicon-stimulated, 4 h; Drosophila bursicon receptor LGR2 (rickets); inhibition, % at 9.99 µM; 380,000 tested, 0.35% active;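 active = drop in luminescence signal, shown as inhibition above about 50% in the replicate tests, limit read from the data, passing the limit was not always enough; inconclusive = probably only some replicates passing the limit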;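 note: agonist challenge used bursicon conditioned medium at about half maximal strength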
# CASP6 VEID inh: human caspase-6 inhibitors, primary screen, biochemical, VEID-R110 fluorescence, single point, set 2 | P55212 | purified caspase-6, Z-VEID-R110 cleavage fluorescence | inhibition, % at 12.5 µM | 350,000 tested, 0.53% active | AID 686996, 2013;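 active = mean inhibition across replicates at least about 35%, with every replicate also reaching that limit, limit read from the data; inconclusive = only one of the two criteria met; inactive = neither criterion met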;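 note: 0% = median of neutral control wells and 100% = no fluorescence left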
# Target sequence (P55212 24-179 limits assumed): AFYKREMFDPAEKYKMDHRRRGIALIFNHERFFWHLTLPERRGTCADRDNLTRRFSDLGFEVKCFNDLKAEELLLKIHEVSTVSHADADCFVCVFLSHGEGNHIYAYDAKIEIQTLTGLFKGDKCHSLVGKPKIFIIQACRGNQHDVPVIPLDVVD
# Target sequence (P55212 194-293 limits assumed): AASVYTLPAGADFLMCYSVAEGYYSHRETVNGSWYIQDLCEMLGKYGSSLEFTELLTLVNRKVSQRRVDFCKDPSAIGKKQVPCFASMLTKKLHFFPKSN
# DENV2 CPE rescue: inhibitors of DENV2 cytopathic effect, primary screen, cell-based, plate reader, single concentration. CPE inhibition, % at 9.99 µM. DENV2-infected cells, cytopathic effect rescue. 350,000 tested, 1.7% active; in the data active = CPE inhibition above about 20%, passing the limit was not always enough; inconclusive = no clear call, values can overlap the other calls; tested in BHK-21 cells;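 note: 0% = median of neutral control wells and 100% = median of positive control wells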
# ARNT-TACC3 inh: disruptors of ARNT/TACC3 protein interaction, primary screen, biochemical, AlphaScreen, single concentration | Transforming acidic coiled-coil-containing protein 3 (Homo sapiens), Q9Y6A5 | AlphaScreen His-ARNT PAS-B/GST-TACC3 binding, luminescence; TACC3 fragment carries E629A point mutation | inhibition, % at 9.99 µM | 390,000 tested, 0.66% active | AID 623870, 2012;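 active = mean inhibition of replicates at least 50% and at least half of replicates each reaching 50%; inconclusive = half or more replicates reach 50% but mean below 50%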;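 note: 0% = complete ARNT plus TACC3 wells and 100% = ARNT alone without TACC3; many hits fall short of the cut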
# Numbers without * were called inactive; ? = inconclusive; . = no result given.
SMILES,SIRT5 block,PAX8 reporter,EWS-Fli block,LGR2 antag,CASP6 VEID inh,DENV2 CPE rescue,ARNT-TACC3 inh
Nn1c(COc2ccccc2F)nnc1SCC(=O)NC1CCCCC1,7,0,2,7,0,8,4
C[C@@H]1CCCCO[C@@H](CN(C)Cc2ccc(C(=O)O)cc2)[C@H](C)CN([C@H](C)CO)C(=O)c2cc(NC(=O)Nc3ccc(C(F)(F)F)cc3)ccc2O1,-4,-14,2,21,2,11,10
CC(=O)NCc1ccc(C(=O)O)cc1,-1,-4,10,6,-2,2,-7
COc1ccc(CN(C)C[C@H]2Oc3c(NC(=O)Nc4ccc5c(c4)OCO5)cccc3C(=O)N([C@@H](C)CO)C[C@H]2C)cc1,4,-27,-9,-5,4,-14,.
CC1(C(=O)NS(=O)(=O)c2ccc(Cl)s2)CCN1C(=O)CCc1ccccc1 (stereo not given),0,-18,1,-13,0,0,.
CC(C)NC(=O)C1(C)CCN1C(=O)Cc1ccc(-c2ccccc2)cc1 (stereo not given),2,-9,-2,14,1,3,.
O=C(c1cc(COc2c(F)cccc2F)on1)N1CCN(C2CCCCC2)C(=O)C1,-1,-9,.,-2,0,-3,-2
CC(=O)c1ccccc1OCC(O)CNC1CCCC1 (stereo not given),-3,-13,.,0,-3,-14,-9
C[C@H]1CCCCO[C@H](CN(C)CC2CCCCC2)[C@@H](C)CN([C@@H](C)CO)C(=O)c2cc(NC(=O)Nc3ccccc3)ccc2O1,1,69*,0,14,-2,-9,8
CO[C@H]1CN(C)C(=O)c2ccc(NC(=O)Cc3ccccc3)cc2OC[C@H](C)N(C(C)=O)C[C@@H]1C,6,.,-1,2,.,-4,-4
COc1cccc(C2C(C#N)=C(N)N(c3ncn[nH]3)C3=C2C(=O)CCC3)c1 (stereo not given),.,-9,.,12,.,.,-6
CCOC(=O)[C@H]1[C@H]2COc3ccc(C)cc3[C@@H]2N2C(=O)CN(Cc3ccco3)C(=O)[C@@]12C,.,0,-5,-8,0,-4,0
CC(=O)N1CCCCN2[C@@H](CO)[C@H](c3ccc(-c4cccc(C(=O)N(C)C)c4)cc3)[C@@H]2C1,-2,-4,-6,7,-1,-7,-7
Cn1c(N)c(C(=O)COC(=O)CSc2cccc3cccc(Cl)c23)c(=O)n(C)c1=O,1,23,-12,-12,0,4,-36
CC(C)CCN(C(=O)c1csnn1)C(C(=O)NC1CCCC1)c1ccccc1 (stereo not given),0,11,4,-3,0,-2,5
O=C1CC(c2ccccc2)C(C(=O)Nc2ccccc2F)N1 (stereo not given),-2,-2,-4,-1,0,-11,-5
CN(C(=O)C1CCCCC1)C1(C)CCS(=O)(=O)C1 (stereo not given),-3,4,-5,-26,1,-2,-3
CC(C)(O)C#Cc1ccc(CN2CCC(n3nccc3NC(=O)C3CC3)CC2)cc1,-5,-13,.,-2,-3,-1,9
COCCN1Cc2cccc(C(=O)NCc3cccnc3)c2C1=O,-3,-12,-2,-25,3,-11,-4
O=C(O)C1(c2ccccc2)CCN(S(=O)(=O)c2ccccc2)CC1,-7,4,-2,-12,1,-3,29
CCc1cnc(N2[C@H](C#N)[C@H](c3ccc(C#CCC4CCCC4)cc3)[C@H]2CO)s1,11,42,0,-12,1,?,27
Cc1cc(C)c(S(=O)(=O)NCC(=O)NCc2cc(=O)n(C)c(=O)n2C)c(C)c1,-5,-7,-8,4,3,?,-2
CC(=O)O/N=C(/c1nonc1N)N(C)C,-4,7,-9,-19,2,-4,-2
O=C(NNC(=O)c1cc2ccccc2[nH]1)OCc1ccccc1,.,17,-10,-6,-2,8,-4
O=C(c1ccc(N2CCCC2=O)cc1)N1CCN(c2ccccc2Cl)CC1,-1,9,1,-12,1,7,19
# The list goes on.
SMILES,SIRT5 block,PAX8 reporter,EWS-Fli block,LGR2 antag,CASP6 VEID inh,DENV2 CPE rescue,ARNT-TACC3 inh
COc1ccc(CN(C)C[C@H]2Oc3ccc(NS(C)(=O)=O)cc3CC(=O)N([C@@H](C)CO)C[C@H]2C)cc1,5,15,-9,-9,0,-1,1
Cn1c(SCc2ccccc2Cl)nc2c1c(=O)[nH]c(=O)n2C,.,11,-63,-9,0,-2,-7
O=C(C1CCCC1)N1CCN=C1SCc1cccc([N+](=O)[O-])c1,1,20,-1,31,-1,-3,-4
Cc1noc(C)c1NC(=O)N(C)C[C@@H]1OCCCC[C@@H](C)Oc2ccc(N(C)C)cc2C(=O)N([C@@H](C)CO)C[C@H]1C,.,-21,-3,7,.,.,.
COc1ccc(CCn2c(-c3ccc(Cl)cc3)n[nH]c2=S)cc1OC,-1,-2,2,12,0,-3,-3
C[C@@H]1CCCCO[C@H](CN(C)C)[C@@H](C)CN([C@@H](C)CO)C(=O)c2cc(NS(=O)(=O)c3ccc(F)cc3)ccc2O1,.,-7,-2,2,.,.,.
O=[N+]([O-])c1c(C(Cl)Cl)nn(-c2ccccc2)c1N1CCOCC1,1,11,10,-19,0,-5,11
Cc1ccc(S(=O)(=O)Nc2c(C)nn(C)c2C)c(C)c1,0,6,-3,5,-6,2,0
Cc1cc(S(=O)(=O)Cc2noc(-c3c(C)noc3C)n2)c(C)cc1Cl,-1,8,6,12,2,-10,.
O=c1[nH]c2ccc(NCc3ccc(OCc4ccccc4Cl)cc3)cc2[nH]1,-5,-77,-58,-25,-2,11,-4
O=C(C[C@H]1CC[C@H]2[C@@H](COC[C@H](O)CN2Cc2nccs2)O1)NCc1ccc(Cl)cc1,-1,-5,-4,-9,-3,-4,-4
CCN(CC(=O)NCc1ccc(F)cc1)CC(=O)Nc1cc(S(=O)(=O)N(C)C)ccc1C,5,-3,8,-3,0,13,.
CCn1c(CSCc2ccc(Cl)cc2)n[nH]c1=S,2,-7,4,19,1,-1,22
Cc1cccc(N2CCCn3c2nc2c3c(=O)[nH]c(=O)n2C)c1,-2,23,1,4,-2,-3,7
C=CCc1ccccc1OCC(O)CN1CCN(c2ccc(C)cc2)CC1 (stereo not given),4,.,.,9,2,5,7
Cc1ccc(S(=O)(=O)N2CCN(C(=O)COC(=O)CNC(=O)c3ccccc3F)CC2)c(C)c1,-2,-2,2,-1,-2,-13,3
CCN(C(=O)COC(=O)CSc1cc(C)c2ccccc2n1)c1ccccc1,-1,-1,-1,-8,1,1,-5
CC(C)CC#Cc1cnc2c(c1)C(=O)N([C@@H](C)CO)C[C@@H](C)[C@@H](CN(C)Cc1ccccn1)O2,-3,.,-1,-10,1,-5,-2
C[C@@H]1CN([C@@H](C)CO)C(=O)c2cc(C#CCC3CCCC3)cnc2O[C@H]1CN(C)C(=O)CC1CC1,1,4,-10,14,4,4,1
S=C1NCCOc2ccccc21,.,5,0,2,1,-4,.
Cc1cc(C(=O)NCc2ccco2)sc1C,1,-22,-12,-13,3,-1,-6
CN1C[C@@H]2[C@@H]3C(=O)N(C)C(=O)[C@@H]3[C@](C)(C1=O)N2C(=O)c1ccc(Br)cc1,-10,-3,-3,0,0,3,0
Cc1ccc(/C([O-])=C(/C(=S)NCc2ccccc2)[n+]2ccccc2)cc1[N+](=O)[O-],-3,17,3,6,-1,2,-4
COc1ccc(CN2CC(=O)N(c3ccc(Cl)cc3)C2=S)cc1OC,-8,-5,6,-6,.,-6,-4
Cc1ccc(C)c(NC(=O)CSc2nc3c(oc4ccccc43)c(=O)n2-c2ccccc2)c1,-1,.,12,5,2,2,-7

# Complete entries, looked up by structure. Screens in order: SIRT5 block, PAX8 reporter, EWS-Fli block, LGR2 antag, CASP6 VEID inh, DENV2 CPE rescue, ARNT-TACC3 inh
# Record of `COc1ccc(CN2CC(=O)N(c3ccc(Cl)cc3)C2=S)cc1OC` : -8, -5, 6, -6, ., -6, -4
# Record of `Cc1ccc(C)c(NC(=O)CSc2nc3c(oc4ccccc43)c(=O)n2-c2ccccc2)c1` : -1, ., 12, 5, 2, 2, -7

# Next part
SMILES,SIRT5 block,PAX8 reporter,EWS-Fli block,LGR2 antag,CASP6 VEID inh,DENV2 CPE rescue,ARNT-TACC3 inh
CC1CCCC(C)N1c1nnc(N)s1 (stereo not given),0,-6,2,-1,-2,-5,.
COCCCn1c(=O)/c(=C/c2ccccc2OC(F)F)s/c1=C(\C#N)C(=O)NCCOC,-6,11,3,-5,-1,11,-10
S=c1[nH]nc(-c2cccnc2)n1-c1ccccc1,12,.,-1,-7,0,.,-8
CCOCCc1nnc(NC(=O)CCc2ccccc2)s1,1,4,2,32,5,8,-9
Cc1ccc(CNC(=O)CSc2nnc(CNC(=O)c3ccccc3)o2)cc1,2,1,.,6,-2,-1,-5
Cc1ccc(C)c(NC(=O)COC(=O)CSc2ccccc2)c1,-5,2,1,-16,2,-5,-6
CCCNC(=O)C[C@H]1C[C@@H]2c3cc(NC(=O)NC4CCCCC4)ccc3O[C@@H]2[C@H](CO)O1,-1,5,-5,-5,-1,-4,-1
O=C(O)[C@H]1[C@H](CO)[C@H]2Cn3c(ccc(-c4ccccc4F)c3=O)[C@H]2N1Cc1ccccc1,0,-4,1,-12,-1,-9,4
Cc1c(C(=O)N2CCCC2)c(S(=O)(=O)NCCc2ccccc2)c(C)n1C,-2,-16,.,-4,-1,4,-1
COc1ccc(C(CNC(=O)c2cccc(S(=O)(=O)N3CCCCC3)c2)N2CCCC2)cc1 (stereo not given),24*,2,-4,19,0,17,.
CC(C)CC#Cc1cnc2c(c1)C(=O)N([C@H](C)CO)C[C@@H](C)[C@H](CN(C)C(=O)c1ccc3c(c1)OCO3)O2,2,.,-11,-19,1,-10,4
COc1ccc(-c2csc(NC(=O)CSc3ccc(Br)cc3)n2)c(OC)c1,-1,-2,-16,.,0,-3,-9
CC(C)C#Cc1ccc2c(c1)O[C@H](CN(C)S(=O)(=O)c1cn(C)cn1)[C@H](C)CN([C@H](C)CO)S2(=O)=O,-1,-18,6,-10,-6,-7,2
COc1ccc(CCN2C(=O)[C@@]3(Cc4ccccc42)c2ccccc2C(=O)N(C2CCCCC2)[C@H]3c2ccc(CO)cc2)cc1,1,-10,-3,.,0,-4,3
CC(C)c1ccc(S(=O)(=O)N2CCN(CC(O)CN3CCOCC3)CC2)cc1 (stereo not given),-4,-15,4,-27,-1,-8,0
C[C@@H]1CN([C@@H](C)CO)C(=O)c2cccc(NS(C)(=O)=O)c2O[C@H]1CN(C)Cc1ccc2c(c1)OCO2,0,-16,.,9,2,?,5
NC(=S)N/N=C/c1c(O)ccc2ccccc12,2,10,9,1,-5,1,41
COc1cccc(-c2cnc3c(NC=O)cc(-c4ccncc4)cn23)c1,.,-3,-15,-5,-2,65*,.
O=C(Cc1cccs1)Nc1nc(-c2ccc(F)c(F)c2)cs1,0,-28,.,2,1,0,-4
COc1cc(CC(=O)OCC(=O)Nc2cc([N+](=O)[O-])ccc2F)cc(OC)c1OC,-1,11,10,4,-1,5,-4
C=CCOc1ccc(/C=C/C(=O)OCC(=O)N(C)CC(=O)Nc2ccc(F)cc2)cc1,0,-7,11,2,2,-2,-3
CCCCC(CC)CNC(=O)Cn1c(=O)[nH]c2ccsc2c1=O (stereo not given),-2,14,9,1,1,-2,-2
O=C(NCCc1ccccc1)c1ccc2c(c1)S(=O)(=O)N=C1CCCCCN12,-15,-17,-13,-25,-5,0,8
Cc1ccc(S(=O)(=O)CCC(=O)OCC(=O)NC(C)c2ccc(F)cc2)cc1 (stereo not given),8,-1,1,10,2,7,1
CC(=O)c1ccc(NC(=O)C(C)OC(=O)c2ccc(NS(=O)(=O)c3ccc4[nH]c(=O)[nH]c4c3)cc2)cc1 (stereo not given),-1,-13,-2,1,10,4,7

# Copied from the list.
# CC(C)c1ccc(S(=O)(=O)N2CCN(CC(O)CN3CCOCC3)CC2)cc1 (stereo not given) – ARNT-TACC3 inh = 0
# O=C(O)[C@H]1[C@H](CO)[C@H]2Cn3c(ccc(-c4ccccc4F)c3=O)[C@H]2N1Cc1ccccc1 – SIRT5 block = 0
# Cc1ccc(C)c(NC(=O)COC(=O)CSc2ccccc2)c1 – DENV2 CPE rescue = -5

# Bioassay records as filed in PubChem.
